Pol III holo inh: DNA polymerase III holoenzyme inhibition | reconstituted DNA polymerase III holoenzyme replication, biochemical | Potency, µM (titrated, usually from 57.1 µM), for inactives: at the top dose activity change, negative = inhibition | actives 0.25% (n = 71,000) | AID 603; note: potency is the fitted concentration of half-maximal effect; % is set by controls: 0 for no effect and ±100 for the full control effect
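Reconstituted *E. coli* holoenzyme (0.35 nM Pol III, 1 nM beta, 154 nM SSB, 2 nM primase) was preincubated with compound for 15 min at RT. Synthesis on 1.4 nM ssM13Gori ran 35 min, then was stopped with PicoGreen/EDTA and read as dsDNA fluorescence.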
HBB splicing: alters splicing of the hemoglobin beta chain. HBB splicing reporter cell assay, activation; EGFP reporter with mutant IVS2-654 intron; response scale: normalised to 500 nM splice-correcting PNA. Potency, µM (top dose mostly 46.1 µM), inactives show at the highest dose activation, actives largely listed as activators. actives 0.06% (n = 65,000). AID 925; note: potency is the fitted concentration of half-maximal effect; 0% is about no effect
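Compounds were applied for 2 days to HeLa EGFP-654 cells, 500/well in Optimem with 2% FCS. The reporter's EGFP is disrupted by mis-splicing of beta-globin intron IVS2-654. Readout: summed well GFP fluorescence from 488 nm laser scanning; reference was 500 nM antisense […] 654 PNA.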
Hsp90 Hop PPI: changes Hsp90-Hop TPR2A binding signal, up or down | AID 595 | Potency, µM (highest dose often 57 µM), inactives show at the highest dose activity change, negative = inhibition | actives 0.44% (n = 71,000) | AlphaScreen TPR2A-His6 binding biotin-Hsp90 C-terminal peptide; active = well fitted curve in either direction with a large enough effect; inconclusive = small, poorly fitted or top-dose-only effect, or another doubt; note: potency is the fitted concentration of half-maximal effect; % is set by controls: 0 for no effect and ±100 for the full control effect; many of its hits are not listed in these tables
CRE Fsk mod: modulators of forskolin-stimulated CRE signaling in CHO cells; CHO CRE-bla reporter (cAMP response element driving beta-lactamase), forskolin EC10, beta-lactamase ratio; Potency, µM (titrated, usually from 38.2 µM), for the others: at the highest dose activity change, negative = inhibition, usual class: activators; actives 2.5% (n = 71,000); active = well fitted activation curve with a large enough effect in the signal ratio, with a control signal flat, not every such curve was filed as active; inconclusive = small, poorly fitted or top-dose-only effect, or effect the other way, or a change in a side signal; the % refers to the signal ratio; note: potency is the fitted concentration of half-maximal effect; % of control where 0% means no effect
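Cells were plated overnight at 37 °C, exposed to compound titrations plus EC10 NKH 477 for 3 h, then given CCF4 dye for 2 h at room temperature. Blue/green (460/530 nm) ratio was converted to %Activity and AC50 values calculated.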
GFP derepression: epigenetic GFP locus derepression in mouse cells | actives 0.09% (n = 68,000) | AID 597 | mouse C127i GFP locus derepression, cytometry, 30 h | Potency, µM (top dose mostly 46.1 µM), without a hit: top-dose GFP derepression (activation); note: % of control where 0% means no effect
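Locus derepression in mouse mammary C127i cells whose integrated CMV-GFP reporter is normally silent; GFP expression after 30 h compound treatment was quantified by counting fluorescent cells.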
Ub-GFP proteasome: inhibits proteasome, raising ubiquitin-GFP reporter fluorescence; Ubiquitin-GFP reporter cells, proteasome inhibition, GFP fluorescence; response scale: untreated = 0%, 10 µM MG-132 = 100%; Potency, µM (series often up to 45.9 µM), inactives show at the highest dose activation (GFP accumulation), hits mostly activators; 67,000 tested, under 10 active; AID 526; active = well fitted activation curve with a large enough effect, not every such curve was filed as active; inconclusive = small, poorly fitted or top-dose-only effect, or another doubt; inactive = no such curve, though single readings can be large or run the other way; note: potency is the fitted concentration of half-maximal effect
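U2OS cells expressing ubiquitin(G76V)-GFP, seeded overnight in 0.5% FBS medium, then treated 4 hr at 37 C across 46 uM to 2.9 nM. GFP-positive cells counted by laser cytometry (488 ex/515 em); %activity scaled between basal and 10 uM MG-132.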
Tau fil binding: binders of human tau filaments | P10636 | recombinant tau filaments, thioflavin S fluorescence, 15 h; filaments grown with octadecylsulfate alongside compound | Potency, µM (series often up to 57.1 µM), inactives show at the highest dose activity change, negative = inhibition | actives 2% (n = 71,000) | AID 596;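 note: potency is the fitted concentration of half-maximal effect; % is set by controls: 0 for no effect and ±100 for the full control effect; actives lower thioflavin S fluorescence by blocking filaments or displacing dye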
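Tau 2 uM in ThS buffer dispensed; compound added; 60 uM ODS added (finals 1 uM tau, 30 uM ODS); 15 h 37 C; fluor ex450/em510.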
15-hLO inh: inhibitors of human 15-lipoxygenase (ALOX15); purified 15hLO-1, xylenol orange hydroperoxide absorbance; actives 1.4% (n = 74,000); AID 887; Potency, µM (highest dose often 57.1 µM), for the others: at the highest dose activity change, negative = inhibition, actives largely listed as inhibitors; note: potency is the fitted concentration of half-maximal effect; % is set by controls: 0 for no effect and ±100 for the full control effect; nearly all actives have a fitted effect of over 55% in size
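40 nM 15hLO-1 + cpd, 15 min RT; start w/ 50 uM AA (final), 6 min RT; stop/detect w/ 200 uM XO + 300 uM Fe(II) in 50 mM H2SO4, 30 min; A573/A405. Buffer 25 mM Hepes pH 7.5, 0.01% Triton X-100. No-enzyme wells as negative control.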
ERK AVP block: inhibitors of vasopressin-stimulated ERK signaling pathway; HEK293-V1b, vasopressin-stimulated pERK AlphaScreen; Potency, µM (highest dose often 57.5 µM), for inactives: top-dose activity, negative = inhibition, actives largely listed as inhibitors; actives 0.99% (n = 72,000); AID 995; note: potency is the fitted concentration of half-maximal effect; % is set by controls: 0 for no effect and ±100 for the full control effect; nearly all actives have a fitted effect of over 55% in size
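V1b-HEK293 cells; cpd 30 min 37C; 25 nM vasopressin 5 min; lyse 10 min; AlphaScreen beads 5 hr RT. Normalized to DMSO basal and 25 nM vasopressin; AC50 by Hill fit.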
FLuc inh: firefly luciferase inhibition | purified firefly luciferase, luminescence, 8 min | actives 2.2% (n = 72,000) | AID 411 | Potency, µM (titrated, usually from 57.1 µM), inactives show top-dose activity change, negative = inhibition, hits mostly inhibitors; note: potency is the fitted concentration of half-maximal effect; % is set by controls: 0 for no effect and ±100 for the full control effect; nearly all actives have a fitted effect of over 40% in size
Target sequence (P08659 whole entry, looked up): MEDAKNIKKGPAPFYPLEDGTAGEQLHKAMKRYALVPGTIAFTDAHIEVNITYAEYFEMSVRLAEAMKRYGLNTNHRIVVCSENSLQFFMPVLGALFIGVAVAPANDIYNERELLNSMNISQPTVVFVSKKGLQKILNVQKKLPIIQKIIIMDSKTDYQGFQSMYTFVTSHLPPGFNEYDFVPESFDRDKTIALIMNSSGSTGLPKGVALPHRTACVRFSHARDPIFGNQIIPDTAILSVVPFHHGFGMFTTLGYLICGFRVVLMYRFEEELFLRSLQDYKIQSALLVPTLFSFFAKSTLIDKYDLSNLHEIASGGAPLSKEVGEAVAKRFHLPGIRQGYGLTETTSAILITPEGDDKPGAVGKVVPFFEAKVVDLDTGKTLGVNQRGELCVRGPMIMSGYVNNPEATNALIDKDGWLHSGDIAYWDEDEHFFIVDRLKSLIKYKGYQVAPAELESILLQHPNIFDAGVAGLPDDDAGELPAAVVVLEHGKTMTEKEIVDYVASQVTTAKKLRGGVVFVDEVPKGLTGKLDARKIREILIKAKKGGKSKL
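Here, luciferase activity is measured as luminescence following an 8 min room-temperature reaction at 10 uM ATP, pH 7.2. Every library sample is titrated.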
HADH2 inhib: HADH2 (human) dehydrogenase inhibition | recombinant HADH2, NADH fluorescence, beta-hydroxybutyryl-CoA | actives 3.4% (n = 73,000) | Potency, µM (series often up to 57.1 µM), inactives show at the top dose activity change, negative = inhibition, usual class: inhibitors; note: potency is the fitted concentration of half-maximal effect; % is set by controls: 0 for no effect and ±100 for the full control effect; nearly all actives have a fitted effect of over 60% in size; many of its hits are not listed in these tables
Target sequence (Q99714 whole entry, looked up, one chain of several): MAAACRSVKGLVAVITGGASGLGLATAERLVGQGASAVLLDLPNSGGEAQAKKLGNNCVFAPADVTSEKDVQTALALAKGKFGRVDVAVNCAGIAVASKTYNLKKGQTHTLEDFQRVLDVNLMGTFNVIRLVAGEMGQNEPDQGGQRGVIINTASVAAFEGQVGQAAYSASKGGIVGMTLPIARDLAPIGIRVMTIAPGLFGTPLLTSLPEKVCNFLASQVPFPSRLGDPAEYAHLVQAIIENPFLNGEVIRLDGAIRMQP
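E. coli-expressed His-tagged HADH2 tested at 20 nM in alkaline Tris buffer (pH 9.0); oxidation of 90 uM beta-hydroxybutyryl-CoA with 1 mM NAD+ tracked fluorimetrically for 4 min.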
Starred values were filed as active, the others as inactive; [ ] = remark or other dose. Unless noted, calls come from the whole dose curve; as a rule, active = well fitted curve in the direction sought with a large enough effect; inconclusive = small, poorly fitted or top-dose-only effect, or another doubt; inactive = no such curve, though single readings can be large; an effect the other way counts as inactive or inconclusive. A portion of the library, so the mix of outcomes need not match the whole.

The opening two records, to show the layout:
Screening O=C(O)Cn1c(P(=O)(O)c2ccccc2)nc2ccccc21 returned Pol III holo inh -2%, HBB splicing -0.1%[57.5 µM], Hsp90 Hop PPI 6%, CRE Fsk mod -12%, GFP derepression 1%, Ub-GFP proteasome 0%, Tau fil binding -6%, 15-hLO inh 7%, ERK AVP block 10%, FLuc inh 4% and HADH2 inhib -10%.
CSc1nsc(SCC(=O)N2CCN(c3ccccc3)CC2)n1 was read as Pol III holo inh -10%, HBB splicing 0.3%, Hsp90 Hop PPI -3%, CRE Fsk mod inconclusive, GFP derepression 2%, Ub-GFP proteasome 3%, Tau fil binding 4%, 15-hLO inh 5%, ERK AVP block -6%, FLuc inh 1% and HADH2 inhib -2%.

Results, from the start:
Screening O=C(O)Cn1c(P(=O)(O)c2ccccc2)nc2ccccc21 returned Pol III holo inh -2%, HBB splicing -0.1%[57.5 µM], Hsp90 Hop PPI 6%, CRE Fsk mod -12%, GFP derepression 1%, Ub-GFP proteasome 0%, Tau fil binding -6%, 15-hLO inh 7%, ERK AVP block 10%, FLuc inh 4% and HADH2 inhib -10%.
CSc1nsc(SCC(=O)N2CCN(c3ccccc3)CC2)n1 was read as Pol III holo inh -10%, HBB splicing 0.3%, Hsp90 Hop PPI -3%, CRE Fsk mod inconclusive, GFP derepression 2%, Ub-GFP proteasome 3%, Tau fil binding 4%, 15-hLO inh 5%, ERK AVP block -6%, FLuc inh 1% and HADH2 inhib -2%.
Screening Cc1ccc(S(=O)(=O)N2CCOCC2)cc1C(=O)O returned Pol III holo inh 2%, HBB splicing 0.3%, Hsp90 Hop PPI -2%, CRE Fsk mod inconclusive, GFP derepression 0%, Ub-GFP proteasome 4%, Tau fil binding 6%, 15-hLO inh -1%, ERK AVP block -6%, FLuc inh 1% and HADH2 inhib -2%.
`Cc1cccc(OCc2nnc(SCC(=O)Nc3cc(C)on3)n2C)c1` gave Pol III holo inh -1%, HBB splicing -0.2%[57.5 µM], Hsp90 Hop PPI 2%, CRE Fsk mod 0%, GFP derepression 3%, Ub-GFP proteasome -5%, Tau fil binding -7%, 15-hLO inh -1%, ERK AVP block -7%, FLuc inh 2% and HADH2 inhib 18%.
For O=C(CN1CCCN(Cc2ccc(F)cc2Cl)C1=O)NCc1ccccc1 the results were Pol III holo inh -6%, HBB splicing 0.4%, Hsp90 Hop PPI -1%, CRE Fsk mod -13%, GFP derepression -5%, Ub-GFP proteasome 8%, Tau fil binding 0%, 15-hLO inh -3%, ERK AVP block 14%, FLuc inh 0% and HADH2 inhib 2%.
CCNc1ncc2nc(-c3cccs3)c(=O)n(C)c2n1 was read as Pol III holo inh -4%, HBB splicing 3.0%, Hsp90 Hop PPI 7%, CRE Fsk mod inconclusive, GFP derepression 0%[9.22 µM], Ub-GFP proteasome 28%, Tau fil binding inactive, 15-hLO inh -18%, ERK AVP block -29%, FLuc inh -5%[11.4 µM] and HADH2 inhib 37%[activator].
COC(=O)c1ccc(C(/C=C/[C@@H](C)C(=O)N(C)Cc2ccccc2)NC(=O)OCc2ccccc2)cc1 (some centres undefined) was read as Pol III holo inh -5%, HBB splicing -0.2%, Hsp90 Hop PPI 3%, CRE Fsk mod -8%, Tau fil binding 38%, 15-hLO inh -2%, ERK AVP block 4% and HADH2 inhib -2%.
CC(C)(C)n1ncc2c(=O)n(CC(=O)NCc3ccc(F)cc3)cnc21 was read as Pol III holo inh -5%, HBB splicing 0.0%, Hsp90 Hop PPI 2%, CRE Fsk mod inconclusive, GFP derepression -2%, Ub-GFP proteasome 13%, Tau fil binding 21%, 15-hLO inh 0%, ERK AVP block -24%, FLuc inh 20µM* and HADH2 inhib 2%.
Screening CC12C(=O)N(c3nccs3)C(=O)C1C1C=CC2C1 (centres undefined) returned Pol III holo inh -6%, HBB splicing 0.4%, Hsp90 Hop PPI 1%, CRE Fsk mod -4%, GFP derepression -2%, Ub-GFP proteasome 0%, Tau fil binding -19%, 15-hLO inh -5%, ERK AVP block -15%, FLuc inh 0% and HADH2 inhib 5%.
CC(C)Oc1ccccc1C1CC(=O)Nc2cc3c(cc21)OCO3 (centres undefined) was read as Pol III holo inh -1%, HBB splicing 0.7%[57.5 µM], Hsp90 Hop PPI inconclusive, CRE Fsk mod 5µM*, GFP derepression 1%, Ub-GFP proteasome -6%, Tau fil binding 6%, 15-hLO inh -23%, ERK AVP block 15%, FLuc inh 2% and HADH2 inhib -6%.
For Cc1ccc2cc(CN(C(=O)c3cccnc3)C(C)C)c(=O)[nH]c2c1 the results were Pol III holo inh -5%, HBB splicing -1.3%, Hsp90 Hop PPI 0%, CRE Fsk mod 4%, GFP derepression 4%, Ub-GFP proteasome 1%, Tau fil binding 8%, 15-hLO inh -2%, ERK AVP block -2%, FLuc inh 2% and HADH2 inhib 9%.
O=C(COC(=O)c1ccc(Br)o1)Nc1nc2ccccc2s1 was read as Pol III holo inh 4%, HBB splicing -0.1%, Hsp90 Hop PPI 0%, CRE Fsk mod -3%, GFP derepression -2%, Ub-GFP proteasome -10%, Tau fil binding 20%, 15-hLO inh inconclusive, ERK AVP block inconclusive, FLuc inh 2% and HADH2 inhib -4%.
For COc1ccc(C(C)=O)cc1COC(=O)c1ccc2c(c1)OCO2 the results were Pol III holo inh 0%, HBB splicing 0.2%[57.5 µM], Hsp90 Hop PPI -2%, CRE Fsk mod inconclusive, GFP derepression 0%, Ub-GFP proteasome -3%, Tau fil binding 25%, 15-hLO inh -19%, ERK AVP block 25%, FLuc inh 1% and HADH2 inhib 4%.
`O=C(NC1CC2CCCC(C1)N2CC(=O)N1CCCc2ccccc21)C1CCCCC1` (centres undefined) gave Pol III holo inh 1%, HBB splicing 0.3%[57.5 µM], Hsp90 Hop PPI -1%, CRE Fsk mod -6%, GFP derepression -1%, Ub-GFP proteasome -3%, Tau fil binding 7%, 15-hLO inh 20%, ERK AVP block 17%, FLuc inh 1% and HADH2 inhib 1%.
Screening NS(=O)(=O)c1cc2c(cc1Cl)N[C@H](Cc1ccccc1)NS2(=O)=O returned Pol III holo inh -8%[11.4 µM], HBB splicing 1.7%[9.22 µM], Hsp90 Hop PPI 5%[11 µM], CRE Fsk mod -10%[7.6 µM], GFP derepression -3%[9.22 µM], Ub-GFP proteasome 0%[9.17 µM], Tau fil binding 6%[11.4 µM], 15-hLO inh 2%[11.4 µM], ERK AVP block -4%[11.5 µM], FLuc inh 2%[11.4 µM] and HADH2 inhib 11%[11.4 µM].
For O=S(=O)(c1ccc2c(c1)OCCO2)N1CCC(c2nc3ccc(Cl)cc3[nH]2)CC1 the results were Pol III holo inh 1%, HBB splicing -2.4%, Hsp90 Hop PPI -1%, CRE Fsk mod inconclusive, GFP derepression -2%, Ub-GFP proteasome 0%, Tau fil binding 103%, 15-hLO inh -22%, ERK AVP block inconclusive, FLuc inh -2% and HADH2 inhib 5%.
Screening S=c1[nH]nc(C2COc3ccccc3O2)o1 (centres undefined) returned Pol III holo inh 1%, HBB splicing -0.3%[57.5 µM], Hsp90 Hop PPI 0%, CRE Fsk mod -12%, GFP derepression -5%, Ub-GFP proteasome 0%, Tau fil binding -4%, 15-hLO inh -11%, ERK AVP block 10%, FLuc inh 0% and HADH2 inhib inconclusive.
Screening COc1ccc(CC(=O)NC(C)c2nnc(SCc3nc4ccccc4c(=O)[nH]3)n2C)cc1 (centres undefined) returned Pol III holo inh -2%, HBB splicing -0.7%, Hsp90 Hop PPI 1%, CRE Fsk mod -6%, GFP derepression -3%, Ub-GFP proteasome 2%, Tau fil binding -11%, 15-hLO inh 3%, ERK AVP block -10%, FLuc inh 2% and HADH2 inhib -8%.
`C[C@H]1C2=C3C(CC[C@H]4C(OCc5ccc(F)cc5C(F)(F)F)OC[C@](C)([C@@H]34)N(C(=O)OC(C)(C)C)C2)C(CO)C1CO` (some centres undefined) gave Pol III holo inh -11%, HBB splicing 1.1%, Hsp90 Hop PPI -3%, CRE Fsk mod inconclusive, Tau fil binding 55%, ERK AVP block 2% and HADH2 inhib 1%.
